sgs1 mgt1: NCI yeast anticancer drug screen, S. cerevisiae sgs1 mgt1 strain; hit rate 10% among 78,000; % growth inhibition at 50 µM;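 also: 0% = growth of vehicle-only cultures of the same strain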
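Percent growth inhibition was derived by comparing compound-exposed mutant yeast with vehicle-exposed cultures. The strain carries alterations in DNA damage repair.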
rad50: NCI yeast anticancer drug screen, S. cerevisiae rad50 strain; growth inhibition, % at 50 µM; AID 155; hit rate 10% among 79,000;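 also: 0% = growth of vehicle-only cultures of the same strain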
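A DNA repair-deficient yeast mutant serves as the test organism; compound-induced growth inhibition is calculated against vehicle-treated cells.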
cln2 rad14: NCI yeast anticancer drug screen, S. cerevisiae cln2 rad14 strain; % growth inhibition at 50 µM; hit rate 8.3% among 78,000; AID 165;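 also: 0% = growth of vehicle-only cultures of the same strain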
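Growth of compound-exposed yeast (cln2 rad14 genotype) measured and expressed as inhibition relative to vehicle.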
yeast mec2-1: NCI yeast anticancer drug screen, S. cerevisiae mec2-1 strain; % growth inhibition at 50 µM; hit rate 9% among 79,000; AID 157;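 also: 0% = growth of vehicle-only cultures of the same strain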
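Using mec2-1 yeast: add compound, measure growth, express inhibition versus vehicle-treated cultures.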
yeast mlh1 rad18: NCI yeast anticancer drug screen, S. cerevisiae mlh1 rad18 strain; growth inhibition, % at 50 µM; hit rate 11% among 79,000;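 also: 0% = growth of vehicle-only cultures of the same strain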
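In this whole-cell yeast screen, a strain with altered DNA damage repair is challenged with compound, and its growth is measured against matched vehicle-treated controls.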
yeast bub3: NCI yeast anticancer drug screen, S. cerevisiae bub3 mutant strain. growth inhibition, % at 50 µM. hit rate 9.9% among 78,000;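 also: 0% = growth of vehicle-only cultures of the same strain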
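Yeast carrying a defined mutation is treated with each compound, and growth is compared with that of vehicle-exposed cells to give inhibition.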
Active calls of the source: *; & = joins results of further samples. Rule as the data show it: active = growth inhibition above about 70%; inactive = the rest.

nr	smiles	sgs1 mgt1	rad50	cln2 rad14
1	O=[N+]([O-])c1cccc(C(O)Cc2ccc3ccccc3n2)c1 (centres undefined)	3	-10	-52
2	CCCCCCCCCCCCNCC#N	85*	90*	48
3	Cc1ccc(S(=O)(=O)C(CC(NC=O)S(=O)(=O)c2ccc(C)cc2)NC=O)cc1 (centres undefined)	12	9	13
4	CC(N)C(=O)NC(C(=O)O)C(C)C (centres undefined)	-16	-2	-15
5	Clc1ccc2c(NCCCCCCNc3ccnc4cc(Cl)ccc34)ccnc2c1	88*	66	72*
6	O=C(CC(=O)N1N=C(n2ccc3ccccc32)CC1c1ccccc1)Nc1ccc(Cl)cc1 (centres undefined)	-17	-25	7
7	CC(=O)/C=C/c1ccc(C)cc1	9	27	4
8	O=C(O)CCc1nc2c(n1-c1ccccc1)C(=O)c1ccccc1C2=O	35	38	34
9	Cc1ccc(NCCCN2CCN(CCCNc3ccc(C)c4sc5ccccc5c(=O)c34)CC2)c2c(=O)c3ccccc3sc12	-14	-12	-29
10	CN1C(=O)C(n2[nH]c(=O)n(-c3ccccc3)c2=O)C(=O)N(C)C1=O	-7	12	-23

nr	yeast mec2-1	yeast mlh1 rad18	yeast bub3
1	-4	-19	1
2	72*	93*	84*
3	14	22	-1
4	-3	-23	0
5	92*	96*	81*
6	-8	-5	-4
7	10	11	21
8	20	34	38
9	-11	1	-18
10	13	23	17

(list continues)
nr	smiles	sgs1 mgt1	rad50	cln2 rad14
11	CCC1(C)CC(=O)N(C/C=C(\C)CCC(=O)O)C(=O)C1	0	-3	-8
12	COc1ccc(/C(C)=N/Nc2ccc([N+](=O)[O-])cc2[N+](=O)[O-])cc1	-1	1	-115
13	COc1cccc(C)c1O	-8	10	7
14	NC(=O)c1nc2c(Nc3ccc(Cl)cc3)nc(N)nc2nc1N	17	-14	-18
15	O=C(/C=C/c1c[nH]c2ccccc12)c1ccccc1[N+](=O)[O-]	8	5	-8
16	OCC(Oc1ccccc1)C(O)C(O)C(CO)Oc1ccccc1 (centres undefined)	32	-4	-4
17	Clc1ccccc1/C=N/N=C/c1ccccc1Cl	-9	6	-22
18	O=[N+]([O-])c1ccc(CC(Cl)c2ccccn2)cc1 (centres undefined)	19	19	-11
19	CC12C=CC3(CCC4C(C)(C)C(=O)C(O)=CC4(C)C3CC1=O)C2 (centres undefined)	16	33	25
20	O=S(=O)(NCCN1CCNC1=S)c1ccc(Cl)c(Cl)c1	-3	-55	-17

nr	yeast mec2-1	yeast mlh1 rad18	yeast bub3
11	4	-7	7
12	11	6	14
13	-7	3	21
14	-1	-14	-7
15	10	-7	8
16	33	16	27
17	-4	5	2
18	10	42	22
19	25	45	-4
20	-13	-7	-6

Later entries:
nr	smiles	sgs1 mgt1	rad50	cln2 rad14
21	COC(=O)CCCc1c[nH]c2ccccc12	-4	7	-1
22	NC(=O)Cc1[nH]ccc1C(=O)O	0	9	-19
23	CC12C=CC(CC1)C2OC(=O)c1ccccc1C(=O)O (centres undefined)	-5	-3	4
24	Nc1nc(=O)n(CCCOc2ccc([N+](=O)[O-])c(Cl)c2)cc1-c1ccc(Cl)c(Cl)c1	-5	-1	-21
25	COC(=O)C1C2CC3C(C2=O)C31 (centres undefined)	4	6	21
26	NC(Cc1ccc(F)cc1)(C(=O)O)c1ccccc1 (centres undefined)	9	5	-23
27	O=C(/C=C/c1ccccc1)Nc1cc(Cl)ccc1Cl	23	5	-7
28	C=CCCC(O)c1cc(C)c(O)c(C)c1 (centres undefined)	-11	-6	23
29	CC(C)C(=O)OCc1ccccc1	-7	1	-4
30	O=Nc1c(O)c2ccccc2[nH]c1=O	35	16	25

nr	yeast mec2-1	yeast mlh1 rad18	yeast bub3
21	-10	-1	14
22	-10	12	-4
23	-10	23	45
24	-8	6	-3
25	-5	7	20
26	28	29	6
27	26	18	32
28	-2	-12	12
29	-6	-25	-11
30	34	30	58

(list continues)
nr	smiles	sgs1 mgt1	rad50	cln2 rad14
31	CCCCCCCCCCCC[N+](C)([O-])CCCCCC[N+](C)([O-])CCCCCCCCCCCC (centres undefined)	98*	96*	97*
32	COc1cc2c(c(OC)c1OC)CCC1(C)C(=O)NN=C21 (centres undefined)	24	-18	-2
33	CN(C)Cc1cc(N=Nc2ccccc2)ccc1O	-12	-23	9
34	O=c1[nH]c2cc(Cl)ccc2nc1/C=C(\O)c1ccccn1	75*	60	34
35	COC(=O)C(=O)C(C(=O)C(=O)Nc1ccc(Cl)cc1Cl)c1nc2ccc(Cl)cc2[nH]c1=O (centres undefined)	13	18	-19
36	CCN(C=O)c1ccccc1	-7	16	-1
37	O=C1CC2CC1C1CC(Br)C(Br)C21 (centres undefined)	-9	-3	-5
38	O=C(O)COc1ccc(C(=O)/C(SS/C(C(=O)c2ccc(OCC(=O)O)c(Cl)c2Cl)=C2\C=C(c3ccccc3Cl)SS2)=C2/C=C(c3ccccc3Cl)SS2)c(Cl)c1Cl	-6	-21	7
39	CN(C)CC(=O)c1c[nH]c(=O)[nH]c1=O	-13	11	-63
40	Cc1ccc2ccc3c(CCN(C)C)cc4c(c3c2c1O)OCO4	91*	91*	95*

nr	yeast mec2-1	yeast mlh1 rad18	yeast bub3
31	99*	97*	97*
32	11	4	14
33	-12	-19	5
34	38	88*	45
35	-1	-4	-17
36	-8	7	6
37	-17	-1	-16
38	-29	-27	-20
39	-49	-9	-2
40	67	94*	92*

More structures follow.
nr	smiles	sgs1 mgt1	rad50	cln2 rad14
41	CC(=O)CC(=O)NCC1CCC(CNC(=O)CC(C)=O)CC1 (centres undefined)	-14	-27	-1
42	CC1(c2ccc[n+](Cc3ccccc3)c2)OCCO1	-13	-16	-11
43	O=[N+]([O-])c1ccc(Oc2ccccc2Cl)c([N+](=O)[O-])c1	63	4	18
44	Cc1nc(=O)c2ccccc2n1C	-12&26	0&-12	-42&-3
45	O=C(Cc1ccc(C2=NCCN2)cc1[N+](=O)[O-])c1ccc(C2=NCCN2)cc1	27	49	25
46	N=C(CC(=O)Nc1ccccc1)c1ccccc1	4	-13	13
47	O=C(O)c1cccs1	-4	6	-32
48	OCC1OC(n2c(Cl)nc3ccccc32)C(O)C1O (centres undefined)	0	8	-1
49	COC(=N)/C(C#N)=N/C1OCC(O)C(O)C1O (centres undefined)	2	6	-32
50	O=C1CCCC2C(O)CCC[C@H]12 (some centres undefined)	-22	-9	1

nr	yeast mec2-1	yeast mlh1 rad18	yeast bub3
41	-33	-49	-54
42	-31	-27	-40
43	38	73*	45
44	-9&-12	-7&5	-12&6
45	90*	69	49
46	-14	-12	-7
47	-16	2	-14
48	-7	3	9
49	-21	0	0
50	-3	-2	-8

Next section
nr	smiles	sgs1 mgt1	rad50	cln2 rad14
51	Nc1cc(Cl)c2c(c1)Cc1ccccc1-2	85*	77*	-22
52	CCCCCCOc1ccc(C(=O)Oc2ccc(OC(=O)c3ccc([N+](=O)[O-])cc3)cc2)cc1	-6	14	2
53	CSc1nc(NC2OC(COC(C)=O)C(OC(C)=O)C(OC(C)=O)C2OC(C)=O)c(N=CC=Nc2c(NC3OC(COC(C)=O)C(OC(C)=O)C(OC(C)=O)C3OC(C)=O)nc(SC)n(C)c2=O)c(=O)n1C (centres undefined)	-4	9	1
54	CCC(CC)C(=O)O	-34	-11	-22
55	OCc1cn(C(c2ccccc2)(c2ccccc2)c2ccccc2)cn1	-22	-113	-1
56	CN(C)N=Nc1ccc[n+]([O-])c1	1	-6	-38
57	COC(=O)c1cc(C(C)=O)nc2ccccc12	3	17	-25
58	N#CCC(=O)N/N=C(\C#N)c1ccccc1	1	9	-52
59	CCN(CC)CCNc1ccc([N+](=O)[O-])c2nc3ccc(OC)cc3c(N)c12	58	48	6
60	O=C(O)C(c1ccccc1)(c1ccccc1)c1cccs1	-7	-2	-51

nr	yeast mec2-1	yeast mlh1 rad18	yeast bub3
51	9	87*	71*
52	1	-24	1
53	-7	18	-8
54	-4	-35	8
55	-58	-31	-1
56	4	-10	-13
57	31	-2	25
58	2	1	-18
59	-26	68	-1
60	0	3	2

(cont.)
nr	smiles	sgs1 mgt1	rad50	cln2 rad14
61	CS/N=C(/c1ccc(/C(=N/SC)N(C)C)cc1)N(C)C	9	1	-5
62	OC(Cc1ccccc1)CN1CCN(c2ccccc2)CC1 (centres undefined)	8	10	17
63	C=C1C(=O)O[C@H]2[C@@H](O)[C@H](C)CCC[C@]3(C)O[C@H]3CC[C@@]3(C)O[C@@H]3C[C@@H]12	70*	19	42
64	CN(C)N1C(=O)CC2(CCN(CCCC(=O)c3ccc(F)cc3)CC2)C1=O	59	52	27
65	CCOC(=O)Cc1nc(/C(C#N)=C/c2ccco2)[nH]c(=O)c1C#N	31	2	34
66	Nc1ccc(Nc2ccc([N+](=O)[O-])cc2S(=O)(=O)O)cc1	-17	9	-16
67	CCN(CC)C(=O)c1cc2c(cc1[N+](=O)[O-])OCO2	4	-1	-46
68	O=[N+]([O-])c1ccc2c(c1)N([O-])C1(CCCCC1)[N+]2=O	91*	89*	88*
69	CC12CC3CC(C)(C1)CC(N=[N+]=[N-])(C3)C2	-12	-27	6
70	COc1cc(C(=O)NC(=S)Nc2ccc3ccccc3c2)cc(OC)c1OC	6	11	-6

nr	yeast mec2-1	yeast mlh1 rad18	yeast bub3
61	-8	6	-24
62	4	4	8
63	37	58	61
64	34	48	38
65	8	40	8
66	4	11	-8
67	-15	-18	1
68	93*	88*	91*
69	-10	-30	-1
70	3	13	-3

Some of the entries so far, with each value named:
61	CS/N=C(/c1ccc(/C(=N/SC)N(C)C)cc1)N(C)C
  sgs1 mgt1: 9
  rad50: 1
  cln2 rad14: -5
  yeast mec2-1: -8
  yeast mlh1 rad18: 6
  yeast bub3: -24

62	OC(Cc1ccccc1)CN1CCN(c2ccccc2)CC1 (centres undefined)
  sgs1 mgt1: 8
  rad50: 10
  cln2 rad14: 17
  yeast mec2-1: 4
  yeast mlh1 rad18: 4
  yeast bub3: 8

63	C=C1C(=O)O[C@H]2[C@@H](O)[C@H](C)CCC[C@]3(C)O[C@H]3CC[C@@]3(C)O[C@@H]3C[C@@H]12
  sgs1 mgt1: 70*
  rad50: 19
  cln2 rad14: 42
  yeast mec2-1: 37
  yeast mlh1 rad18: 58
  yeast bub3: 61

64	CN(C)N1C(=O)CC2(CCN(CCCC(=O)c3ccc(F)cc3)CC2)C1=O
  sgs1 mgt1: 59
  rad50: 52
  cln2 rad14: 27
  yeast mec2-1: 34
  yeast mlh1 rad18: 48
  yeast bub3: 38

(list continues)
nr	smiles	sgs1 mgt1	rad50	cln2 rad14
71	CCC/C=C/C=C\C(=O)O[C@@H]1[C@@H](C)[C@]2(O)[C@@H]3C=C(C)C(=O)[C@H]3CC(COC(C)=O)=C[C@H]2[C@@H]2C(C)(C)[C@]12OC(C)=O	-8	22	12
72	CCCCCCCCCCCCCCCCCC[N+](CCCC)(CCCC)CCCCCCCCCCCCCCCCCC (tested in a mixture with another compound)	2	3	-10
73	[N-]=[N+]=Nc1c(-c2ccccc2)c(=O)n(-c2ccccc2)c2ccccc12	90*	88*	90*
74	CC(=O)OC(OC(C)=O)c1c2ccccc2cc2ccccc12	89*	89*	91*
75	ClCC1(Cl)CC1(Cl)Cl (centres undefined)	-6	3	15
76	CCOC(=O)C(=NCc1ccc2c(c1)OCO2)NO	10	-2	15

nr	yeast mec2-1	yeast mlh1 rad18	yeast bub3
71	-5	-26	-10
72	7	4	2
73	93*	86*	90*
74	93*	86*	85*
75	9	11	-7
76	-8	7	-2

Assay outcomes (PubChem)
